Bioassay records as filed in PubChem BioAssay.
MCF10A rereplic: induces DNA re-replication in MCF 10a normal breast cells; Potency, µM (doses to about 46.1 µM), for inactives: at the highest dose activity, positive = re-replication, hits mostly activators; MCF 10A DNA re-replication, Hoechst nuclear intensity, 48 h; actives 2.9% (n = 350,000); also: % of control where 0% means no effect; nearly all actives have a fitted effect of over 50% in size
Nrf2 inh: blocks Nrf2 signaling. A549 ARE-Fluc reporter, luciferase luminescence, 18-24 h. Potency, µM (top dose mostly 46 µM), inactives show at the highest dose activity change, negative = inhibition, hits mostly inhibitors. actives 2.1% (n = 360,000); also: % is scaled to controls: 0 for no effect and ±100 for the full control effect; nearly all actives have a fitted effect of over 60% in size
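Cells were seeded and rested 2 h, then exposed to compounds for 18-24 h. CellTiter-Fluor was read first as a viability measure. BugLite was added 15 min before the final luminescent read of ARE-luciferase activity in A549 cells.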
A549 viability: kills or reduces viability of A549 cells in Nrf2 counter-screen | A549 ARE-Fluc cells, CellTiter-Fluor viability, 18-24 h | Potency, µM (series often up to 46 µM), without a hit: at the top dose activity change, negative = cytotoxicity, actives largely listed as inhibitors | actives 0.16% (n = 390,000); also: % is scaled to controls: 0 for no effect and ±100 for the full control effect
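A549 ARE_Fluc cells in 5% FBS OPTI-MEM were exposed to compounds in concentration-response for 18-24 h at 37 deg C. Viability was read by CellTiter-Fluor fluorescence (Ex 405/Em 525) after 30 min, before the luciferase read.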
ATXN2 expr inh: inhibitors of ATXN2 expression. HEK-293 ATXN2-luciferase reporter, luminescence, 24 h. AID 1745845. Potency, µM (top dose mostly 57 µM), for the others: at the highest dose activity change, negative = inhibition, hits mostly inhibitors. actives 0.72% (n = 360,000); also: % is scaled to controls: 0 for no effect and ±100 for the full control effect; nearly all actives have a fitted effect of over 55% in size
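ATXN2-luciferase reporter cells (luciferase flanked by upstream and downstream ATXN2 gene portions) were treated 24 h at 37 °C with compounds at up to 57 uM. SteadyGlo luminescence gave expression; GF-AFC fluorescence gave viability.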
HepG2 viability: HepG2 cytotoxicity, counter-screen for TGF-b inhibitors; actives 0.76% (n = 410,000); HepG2 CAGA-GFP viability, ATP luminescence, 18 h; Potency, µM (doses to about 46.1 µM), inactives show at the highest dose activity change, negative = cytotoxicity, actives largely listed as cytotoxic; also: some results filed as inactive show a strong effect at the top dose
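CellTiter-Glo luminescence gave cytotoxicity after 18 hours at 37 degrees C. The cells were HepG2 CAGA-GFP in 1% FBS DMEM, stimulated with 500 pg/mL TGF-beta after compound addition. %Activity was normalised to no-cell wells (complete cell-killing) and DMSO (no toxicity), and curves were fitted and classified.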
TGFb SMAD3 inh: inhibitors of TGF-b signaling; HepG2 CAGA-GFP TGF-b/SMAD3 reporter, GFP fluorescence, 18 h; TGF-beta stimulated, 500 pg/mL final; Potency, µM (series often up to 46.1 µM), without a hit: top-dose activity, negative = inhibition, most hits filed as inhibitors; actives 1.2% (n = 410,000); also: % is scaled to controls: 0 for no effect and ±100 for the full control effect; nearly all actives have a fitted effect of over 65% in size
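GFP signal (ex488/em500-530) from TGF-beta-stimulated HEPG2 CAGA-GFP cells, 500 pg/mL final, 18 h at 37 degrees C in DMEM plus 1% FBS, normalized to unstimulated and DMSO-stimulated controls.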
EPAC2 antagonist: antagonists of human EPAC2 | Q8WZA2 | EPAC2 GEF exchange of Rap1B-BODIPY-GDP, fluorescence | Potency, µM (highest dose often 114 µM), for inactives: at the highest dose activity, negative = inhibition, hits mostly inhibitors | actives 0.18% (n = 360,000); also: % is scaled to controls: 0 for no effect and ±100 for the full control effect; nearly all actives have a fitted effect of over 45% in size; many of its hits are not listed in these tables
Target sequence (Q8WZA2 whole entry, looked up): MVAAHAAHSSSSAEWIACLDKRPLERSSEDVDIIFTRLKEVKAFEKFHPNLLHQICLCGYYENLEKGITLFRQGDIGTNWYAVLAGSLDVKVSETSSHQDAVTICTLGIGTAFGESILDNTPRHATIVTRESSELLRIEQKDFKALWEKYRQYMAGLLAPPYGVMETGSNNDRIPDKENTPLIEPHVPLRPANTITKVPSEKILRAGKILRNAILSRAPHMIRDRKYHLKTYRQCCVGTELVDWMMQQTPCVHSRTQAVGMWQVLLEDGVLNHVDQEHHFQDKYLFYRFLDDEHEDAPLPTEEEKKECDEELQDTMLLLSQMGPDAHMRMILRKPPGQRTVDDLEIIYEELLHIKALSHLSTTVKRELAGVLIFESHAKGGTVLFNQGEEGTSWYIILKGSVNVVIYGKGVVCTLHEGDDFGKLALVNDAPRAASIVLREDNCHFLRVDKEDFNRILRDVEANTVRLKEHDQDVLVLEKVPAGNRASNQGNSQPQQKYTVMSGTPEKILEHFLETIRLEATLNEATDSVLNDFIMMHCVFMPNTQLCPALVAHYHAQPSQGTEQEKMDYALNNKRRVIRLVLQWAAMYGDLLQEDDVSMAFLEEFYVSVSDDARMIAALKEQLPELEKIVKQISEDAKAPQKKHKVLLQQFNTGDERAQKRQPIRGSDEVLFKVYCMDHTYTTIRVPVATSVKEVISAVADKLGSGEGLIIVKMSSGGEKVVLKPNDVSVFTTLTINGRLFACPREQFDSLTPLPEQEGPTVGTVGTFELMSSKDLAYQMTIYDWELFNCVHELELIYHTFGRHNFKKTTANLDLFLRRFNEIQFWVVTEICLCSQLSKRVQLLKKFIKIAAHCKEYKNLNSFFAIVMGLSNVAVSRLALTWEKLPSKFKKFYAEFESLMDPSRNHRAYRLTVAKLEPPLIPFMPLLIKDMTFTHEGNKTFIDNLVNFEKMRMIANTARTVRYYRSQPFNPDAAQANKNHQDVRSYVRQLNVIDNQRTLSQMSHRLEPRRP
Nrf2 ARE act: Nrf2 pathway activation | AREc32 ARE-luciferase reporter (MCF7-derived line), luminescence, 24 h | Potency, µM (highest dose often 46.1 µM), for inactives: top-dose activation, usual class: activators | actives 0.31% (n = 410,000) | AID 624171; also: % of control where 0% means no effect; nearly all actives have a fitted effect of over 65% in size
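AREc32 cells carrying an ARE-driven firefly luciferase reporter were seeded at 1000 cells/well in OPTI-MEM with 5% FBS, then exposed to compound for 24 hr at 37 deg C. Luminescence was read with Steady-Glo after 30 min at RT.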
ATXN viability: reduces viability in counter-screen for ATXN expression inhibitors; S2 cells (HEK-293 line with an ATXN2-luciferase reporter) viability, CellTiter-Fluor protease fluorescence, 24 h; AID 651635; Potency, µM (series often up to 56.7 µM), most hits filed as cytotoxic; actives 0.49% (n = 400,000); also: nearly all actives have a fitted effect of over 40% in size
* marks the source's active call; other numbers are inactive results; i = inactive; ? = inconclusive; . = no result given; [ ] = dose if it differs, or a comment. Calls follow the shape of the dose curve; as a rule, active = well fitted curve in the direction sought with a large enough effect; inconclusive = small, poorly fitted or top-dose-only effect, or another doubt; inactive = no such curve, though single readings can be large; an effect the other way counts as inactive or inconclusive. Potency is read from the fitted curve at half-maximal effect.

SMILES	MCF10A rereplic	Nrf2 inh	A549 viability	ATXN2 expr inh	HepG2 viability	TGFb SMAD3 inh	EPAC2 antagonist	Nrf2 ARE act	ATXN viability
O=C1COc2cc(ccc2[N+](=O)[O-])Oc2ccc(cc2Cl)C(=O)CCCCO1	14%	3%	-13%	-7%	9%	2%	-8%	-0.2%	i
CCOc1ccc(CCNC(=O)COC(=O)c2c(C)nn(-c3ccccc3)c2C)cc1OCC	2%	7%	-1%	-1%	1%	0%	-4%	0.1%	i
CCN1CCN(c2cc(C)c3cc(NC(=O)CCC(=O)N4CCN(c5ccccc5OC)CC4)ccc3n2)CC1	?	9%	1%	5%	-13%	8%	1%	2.7%	i
CCCC(=O)N=C1SC2CS(=O)(=O)CC2N1c1ccc(C(C)=O)cc1 (stereo not drawn)	1%	.	-2%	4%	1%	-23%	4%	-0.5%	i
COc1c(C(CC(C)C)OC(C)=O)ccc2c1C(=O)OCc1cc(C)cc(O)c1O2 (stereo not drawn)	?	2%	-1%	?	-55%	?	-29%	1.0%	?
NS(=O)(=O)c1ccc(-c2ccc(/C=N/Nc3ccc(C(=O)O)cc3)o2)cc1	15%	?	-20%	66%[activator]	0%	-7%	-5%	0.0%	i
COc1nc(-c2ccccc2)cc(-c2ccccc2)n1	?	.	8%	-6%	-4%	0%	6%	?	i
CCOc1cc(NC(=S)Nc2ccccc2OC)c(OCC)cc1NC(=O)c1ccccc1C	13%	?	2%	-15%	-39%	0%	-4%	-0.5%	i
O=C(CN1C(=O)NC2(CCCC2)C1=O)OCc1ccc(Cl)c(Cl)c1	0%	11%	0%	-18%	-36%	-10%	14%	0.4%	i
O=C(NC1CCCC1)c1cc(COc2ccc3ncccc3c2)on1	20%	6.5µM*	-9%	-26%	-14%	-22%	9%	0.2%	i
Cc1cc(C)c(NC(=O)CCn2c(=O)c3cccn3c3cccnc32)c(C)c1	.	4%	12%	.	-3%	-2%	.	0.8%	.
CC(C)c1ccc(NC(=O)CSc2ncnc3c2sc2ccccc23)cc1	.	.	7%	7%	11%	-7%	.	1.8%	i
Cc1ccc(NC(=O)CN2C(=O)N/C(=C\c3ccco3)C2=O)cc1	-41%[inhibitor]	7%	6%	-7%	-24%	-10%	-19%	20%	i
COc1ccc(CCNC(=O)CCC(=O)N2CCN(S(=O)(=O)c3ccc(Cl)cc3)CC2)cc1OC	-2%	19%	10%	8%	-3%	-8%	12%	0.2%	i
C[C@@H]1CN([C@@H](C)CO)C(=O)c2cc(Br)cnc2O[C@@H]1CN(C)C(=O)C1CCCCC1	.	.	.	2%	-22%	3%	1%	-0.8%	i
COc1ccc(Cc2nc(-c3ccccn3)no2)cc1OC	2%	24%	-5%	24%	-1%	13%	-14%	-0.5%	i
Cc1nc(Cl)c(C(=O)NC(=O)Nc2cccc(C(F)(F)F)c2)c(C)c1[N+](=O)[O-]	18%	?	?	-10%	-6%	-5%	-3%	4.7%	i
O=C1N/C(=C/c2ccc(Br)s2)C(=O)N1c1ccccc1	?	-11%	-4%	-12%	-15%	-5%	1%	4.3%	i
O=C(O)c1cc2nccc(-c3ccc(F)cc3)n2n1	0%	14%	-3%	-2%	-15%	-5%	1%	0.3%	?
c1ccc(-c2cc(NCCN3CCCCC3)c3ccccc3n2)cc1	13%	-1%	-11%	28µM*	-35%	?	1%	5.7%	.

Sorted by the number under EPAC2 antagonist (largest number first): three from the list above.
SMILES,EPAC2 antagonist
O=C1N/C(=C/c2ccc(Br)s2)C(=O)N1c1ccccc1,1%
CCOc1cc(NC(=S)Nc2ccccc2OC)c(OCC)cc1NC(=O)c1ccccc1C,-4%
COc1ccc(Cc2nc(-c3ccccn3)no2)cc1OC,-14%

Other entries:
SMILES	MCF10A rereplic	Nrf2 inh	A549 viability	ATXN2 expr inh	HepG2 viability	TGFb SMAD3 inh	EPAC2 antagonist	Nrf2 ARE act	ATXN viability
O=C1N=c2ccc(Br)cc2=C1c1sc(=S)n(NS(=O)(=O)c2ccccc2)c1O	24%	18%	-6%	-11%	-18%	-16%	-29%	6.0%	i
CC/C(O)=N\S(=O)(=O)c1ccc(N=NN(C)C)cc1	3%	6%	6%	-11%	-14%	1%	0%	-1.2%	i
Cc1cc2n(n1)C(c1ccc(O)cc1)Nc1ccccc1-2 (stereo not drawn)	5%	18µM*	.	-10%	-26%	-5%	-6%	0.9%	i
COc1cc2[nH]c(=O)n(CCCCCC(=O)N3CCN(c4ccccc4)CC3)c(=O)c2cc1OC	25%	?	-26%	-11%	-8%	-19%	15%	-0.6%	i
COc1ccccc1N1CCN(C(=O)c2cn(CC(C)C)c(=O)c3c2c2ccccc2n3C)CC1	.	10%	3%	8%	-13%	?	.	0.9%	i
CC(=O)N1Cc2ccccc2CC1C(=O)OCC(=O)c1c(N)n(C)c(=O)n(C)c1=O (stereo not drawn)	5%	-19%	12%	-7%	-19%	1%	-19%	2.1%	i
Cc1ccccc1Cn1c(=O)n(Cc2ccco2)c(=O)c2ccccc21	14%	.	5%	-11%	-43%	10%	-1%	-0.3%	i
O=C(CCN1C(=O)c2ccccc2C1=O)NCCCn1ccnc1	2%	-5%	-15%	.	6%	10%	8%	-0.3%	i
O=S(=O)(Nc1cccc(S(=O)(=O)N2CCCC2)c1)c1ccc(Cl)cc1	-1%	-8%	-2%	-7%	-3%	-5%	-14%	0.0%	i
CCOC(=O)C1=C(O)/C(=C/c2ccc(OCC(=O)O)c(OCC)c2)SC1=Nc1ccccc1	-1%	1%	-13%	-24%	-2%	3%	?	-0.7%	.
CCOC(=O)c1[nH]c(=S)[nH]c1C	-1%	2%	-2%	2%	9%	0%	10%	-0.8%	i
COc1cccc(N2C(=NC(=O)CCc3ccccc3)SC3CS(=O)(=O)CC32)c1 (stereo not drawn)	-6%	-7%	-2%	2%	-7%	9%	10%	-0.5%	i
O=C(c1ccc2c(c1)OCO2)N1CCN(S(=O)(=O)c2ccccc2)CC1	1%	11%	-5%	-6%	-5%	-19%	2%	-0.8%	?
O=[N+]([O-])c1ccc(NN=Cc2ccccc2O)nc1	?	?	?	?	-59%	?	6%	0.5%	.
COC(=O)[C@@H](NC(=O)Nc1ccc(C(C)=O)cc1)C(C)C	-21%	.	-1%	1%	0%	8%	9%	-0.6%	i
CC(C)c1ccc(NC(=O)N2CCC(c3nc4ccccc4o3)CC2)cc1	-1%	?	0%[1.84 µM]	-5%	-12%	-10%	-13%	0.3%	i
CCCCOc1ccc(NC(=O)C2CC=CCC2C(=O)O)cc1 (stereo not drawn)	2%	5%	2%	0%	8%	?	9%	0.2%	i
O=C(c1ccccc1)N1CCC(=O)N1c1ccccc1	5%	7%	-11%	2%	1%	?	7%	0.2%	i
CCOc1ccccc1N1CCN(C(=O)c2c(CC)noc2C)CC1	-2%	-7%	-1%	1%	8%	?	9%	0.1%	i
Cc1nn(-c2ccccc2)c(C)c1/C=N/NC(=O)c1ccccc1NS(=O)(=O)c1cccs1	5%	4%	-2%	79%[activator]	-5%	?	-11%	-0.3%	i
COc1ccc(NC(=O)CS(=O)CC(=O)NCC2OCCc3ccccc32)cc1 (stereo not drawn)	0%	-5%	-6%	15%	1%	-13%	1%	0.3%	i
COc1ccc(CN(C)C[C@H]2OCCCC[C@@H](C)Oc3ccc(NC(=O)c4ccccc4)cc3C(=O)N([C@H](C)CO)C[C@@H]2C)cc1	.	.	.	2%	-78%	-18%	1%	4.4%	i
NC(=O)CSc1ncc2c(n1)-c1ccccc1N(Cc1ccccc1)S2(=O)=O	.	?	8%	2%	3%	2%	.	-0.6%	i
CCOCCCn1c(=S)[nH]c2cc(C(=O)NCCc3ccc(OC)c(OC)c3)ccc2c1=O	9%	-4%	2%	-4%	13%	19%	1%	0.2%	i
O=C(/C=C/c1ccc(S(=O)(=O)N2CCOCC2)cc1)NCc1ccccc1F	23%	?	5%	-1%	-41%	7%	4%	0.4%	i
C#Cc1ccc(NC(=O)C2(C)CCN2C(=O)Cc2ccc(-c3ccccc3)cc2)cc1 (stereo not drawn)	.	.	.	?	-32%	3%	-23%	0.3%	i
CC12CC(c3ccccc3O1)C(C(=O)N1CCOCC1)C(=O)N2 (stereo not drawn)	-8%	-2%	-4%	-5%	-11%	3%	-6%	0.3%	i
Cc1cc(C)c(C)c(S(=O)(=O)N[C@@H](C)C(=O)OCC(N)=O)c1C	-3%	?	-13%	-9%	0%	19%	-2%	-0.1%	i
CCC(C)NC(=O)c1cc2cc(S(=O)(=O)N3CCCCC3)ccc2n1C (stereo not drawn)	.	.	-15%	.	-6%	7%	.	0.1%	.
Cc1nc2sc(C(=O)OCC(=O)N3c4ccccc4CC3C)c(C)c2c(=O)[nH]1 (stereo not drawn)	10%	?	-5%	9%	-34%	?	11%	-0.9%	i
CC(=O)Nc1ccc(NC(=O)CCCSc2nc3ccccc3s2)cc1	-1%	-2%	2%	-5%	2%	-2%	-5%	-0.7%	i
Cc1ccc(CN(c2ccc(C(=O)Nc3ccc4c(c3)OCO4)cc2)S(C)(=O)=O)cc1	-3%	-33%	-22%	9%	-1%	0%	-2%	0.2%	i
COc1ccc(C(=O)NCCCn2ccnc2)cc1[N+](=O)[O-]	0%	3%	21%	.	0%	14%	1%	0.3%	i
Cc1[nH]c(C)c(S(=O)(=O)N2CCCCC2C)c1C(=O)N1CCCC1 (stereo not drawn)	1%	4%	1%	7%	13%	6%	7%	0.1%	i
O=C(Cc1cccc(NC(=O)C2CCN(C(=O)C3CC3)CC2)c1)Nc1cccc(C(=O)N2CCCCC2)c1	4%	14%	-1%	6%	23%	3%	15%	-1.1%	i
Cc1ccc2[nH]cc(C(=O)CN3CCN(c4ccccn4)CC3)c2c1	1%	.	-1%	-7%	-12%	?	2%	1.6%	i

The list is partial; count on the stated rates, not on these rows.
